IMP-1 inh: blocks Pseudomonas aeruginosa IMP-1 metallo-beta-lactamase. purified IMP-1, nitrocefin hydrolysis, epi-absorbance fluorescence. inhibition, % at 5.6 µM. hit rate 0.45% among 290,000. AID 1556;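 active = inhibition above the mean plus 3 SD of all compounds in the same screening run, cut at about 4.5% in these data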;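 also: 0% = IMP-1 with DMSO and 100% = DMSO wells lacking enzyme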
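System: purified recombinant IMP-1 beta-lactamase. Medium: Zinc- and detergent-supplemented HEPES buffer, pH 7.1. Compound: one 5.6 µM dose […]. Schedule: 15 min preincubation plus 25 min reaction at 25 °C. Technique: Epi-absorbance fluorescence, 480 nm excitation, 530 nm emission.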
PHOSPHO1 block: inhibitors of human PHOSPHO1 phosphatase. Q8TCT1. recombinant PHOSPHO1, absorbance phosphatase assay. inhibition, % at 13.3 µM. hit rate 1.1% among 290,000. AID 1565; in the data active = inhibition above about 60%
Target sequence (Q8TCT1 whole entry, looked up): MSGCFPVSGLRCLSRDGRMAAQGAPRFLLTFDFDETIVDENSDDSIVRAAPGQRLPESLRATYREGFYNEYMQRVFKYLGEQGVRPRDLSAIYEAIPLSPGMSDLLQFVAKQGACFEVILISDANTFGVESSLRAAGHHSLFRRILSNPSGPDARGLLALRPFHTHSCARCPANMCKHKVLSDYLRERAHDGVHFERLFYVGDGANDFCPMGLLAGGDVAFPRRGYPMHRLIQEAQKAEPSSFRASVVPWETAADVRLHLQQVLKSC
GPR7 antag: blocks human GPR7 receptor signaling; GPR7-expressing cells, fluorescence antagonist assay; inhibition, % at 4.4 µM; hit rate 1.1% among 290,000; AID 1861; in the data active = inhibition above about 16%, passing the limit was not always enough;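 also: cells stimulated with the agonist NPW; 0% = agonist with vehicle and 100% = vehicle without agonist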
NS3 helicase inh: HCV NS3 helicase inhibition; NS3 helicase DNA unwinding, Cy5 molecular beacon fluorescence; inhibition, % at 10.9 µM; hit rate 0.56% among 290,000; AID 1800;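 active = inhibition above the mean of all tested compounds plus 3 SD, set per campaign, cut at about 35% in these data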;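 also: 0% = DMSO wells and 100% = thioflavine S control wells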
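Assay system – hepatitis C virus NS3 helicase domain fragment enzyme · Buffer or medium – MOPS pH 6.5, MgCl2, DTT, Tween20, BSA · Reagent – Cy5/quencher beacon DNA duplex and ATP to start · Compound – single 10.9 µM dose · Timing – 1 h at 25 °C · Technique – Cy5 beacon fluorescence read at start and 1 h · Measure – % inhibition of unwinding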
GalR3 antagonist: antagonists of human GalR3 | O60755 | HEK293 GalR3-CNG cAMP membrane potential fluorescence; galR3 body fused to GalR1 C-terminus | inhibition, % at 3 µM | hit rate 0.44% among 360,000 | AID 651719;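 active = inhibition above the screen-wide average plus 3 SD, cut at about 13% in these data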;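 also: forskolin and galanin both at EC90 stimulate the cells; cAMP rise reported by CNG channel membrane potential dye signal; 0% = forskolin plus galanin with DMSO and 100% = forskolin alone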
Target sequence (O60755 1-299 limits assumed): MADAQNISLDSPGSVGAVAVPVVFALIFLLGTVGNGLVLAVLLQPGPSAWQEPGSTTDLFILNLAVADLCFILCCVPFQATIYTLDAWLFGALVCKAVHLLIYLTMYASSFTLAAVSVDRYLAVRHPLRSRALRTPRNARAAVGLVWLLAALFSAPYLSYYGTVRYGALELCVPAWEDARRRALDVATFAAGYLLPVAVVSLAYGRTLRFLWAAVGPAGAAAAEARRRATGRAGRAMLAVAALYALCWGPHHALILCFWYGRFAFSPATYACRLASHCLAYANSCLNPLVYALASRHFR
DNA FID counter: fluorescent intercalator displacement, NS3 helicase counter-screen; DNA fluorescent intercalator displacement, fluorescence; inhibition, % at 7.9 µM; hit rate 0.17% among 290,000; in the data active = inhibition above about 37%;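 also: 0% = vehicle and 100% = reference compound; higher means more ethidium bromide displaced from hairpin DNA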
VIM-2 inh: blocks Pseudomonas aeruginosa VIM-2 metallo-beta-lactamase. hit rate 0.89% among 290,000. inhibition, % at 5.6 µM. AID 1527. purified VIM-2, nitrocefin hydrolysis, epi-absorbance fluorescence;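 active = inhibition above the mean of all tested compounds plus 3 SD, cutoff set per screening run, cut at about 7.5% in these data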;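 also: red hydrolysis product quenches plate fluorescence so inhibitors raise well fluorescence; 0% = enzyme with DMSO and 100% = DMSO without enzyme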
V1R ag counter: counter-screen for oxytocin receptor agonists: human V1a receptor agonists. P37288. CHO-V1R cells, Fluo-8 calcium fluorescence, agonist mode; 0% DMSO, 100% 3 nM vasopressin. activation, % at 3 µM. hit rate 0.25% among 320,000. AID 2797;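 active = activation above the mean activation of all tested compounds plus 3 SD, per screening run, cut at about 20% in these data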;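 also: signal is peak over basal fluorescence ratio across a 100 second FLIPR read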
OXTR agonist: human OXTR agonism; P30559; CHO-OTR cells, Fluo-8 calcium fluorescence; normalized: DMSO 0%, oxytocin 100%; activation, % at 3 µM; hit rate 0.32% among 320,000; AID 2435;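 active = activation above the mean of all tested compounds plus 3 SD, cutoff set per screening run, cut at about 20% in these data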;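 also: peak over basal fluorescence ratio from a 100 s FLIPR kinetic read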
Target sequence (P30559 whole entry, looked up): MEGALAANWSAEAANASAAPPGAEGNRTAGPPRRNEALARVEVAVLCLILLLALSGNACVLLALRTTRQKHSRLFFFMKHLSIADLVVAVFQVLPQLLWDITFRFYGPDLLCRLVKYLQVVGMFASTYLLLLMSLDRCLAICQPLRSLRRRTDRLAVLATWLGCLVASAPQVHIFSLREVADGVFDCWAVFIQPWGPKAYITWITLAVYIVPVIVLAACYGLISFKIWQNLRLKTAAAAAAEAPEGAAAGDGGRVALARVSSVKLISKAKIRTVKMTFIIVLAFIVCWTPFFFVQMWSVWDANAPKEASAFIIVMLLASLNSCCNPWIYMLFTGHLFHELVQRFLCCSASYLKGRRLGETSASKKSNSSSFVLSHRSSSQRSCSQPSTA
The depositor's hits bear a star; · = no result given.

SMILES	IMP-1 inh	PHOSPHO1 block	GPR7 antag	NS3 helicase inh	GalR3 antagonist	DNA FID counter	VIM-2 inh	V1R ag counter	OXTR agonist
CC(C)Cc1ccc(S(=O)(=O)N2CCN(C(=O)c3ccco3)CC2)cc1	-1.6	-7	16	-1	-5	-23	-3.9	3.5	4.3
CCC1=NN(C(=O)Cc2ccc([N+](=O)[O-])cc2)C(O)(C(C)(C)C)C1 (stereo unspecified)	-3.3	16	-1	4	8	0	-5.3	0.4	-0.1
Cc1ccc(C(=O)NC2CCS(=O)(=O)C2)cc1S(=O)(=O)N1CCCCC1 (stereo unspecified)	-2.1	-10	-2	3	-4	-11	-0.8	0.0	1.0
CCOc1ccc(CCNC(=O)c2cc(C)on2)cc1OCC	-2.1	3	-4	5	-2	-14	-0.3	1.1	0.4
CC(O)CNc1nc2c(c(=O)n(Cc3cccc(Cl)c3)c(=O)n2C)n1C (stereo unspecified)	-2.5	19	-18	1	-6	-9	-3.2	-0.1	1.5
O=C1CC(N2CCN(c3ccccc3)CC2)C(=O)N1c1cccc(Cl)c1 (stereo unspecified)	1.0	-8	21	13	-7	-25	1.9	0.1	5.5
CCOC(=O)C1=C(N)n2c(s/c(=C/c3ccccc3)c2=O)=C(C(=O)OCC)C1c1ccccc1 (stereo unspecified)	-0.8	-121	4	-2	·	-8	1.6	1.5	0.6
Cc1cc(C)n(C(=O)Cn2nc([N+](=O)[O-])cc2C)n1	-1.9	32	-14	-1	0	0	-2.4	-0.1	-0.3
CCCNc1c(NS(=O)(=O)c2ccc(OC)c(OC)c2)c(=O)oc2ccccc12	-0.8	15	-14	-4	·	-25	0.1	6.3	3.3
OCCN1CCN(CC(O)COc2ccc(C34CC5CC(CC(C5)C3)C4)cc2)CC1 (stereo unspecified)	-4.6	28	40*	-29	-8	32	-4.3	4.6	12
CCCC(NC(=S)NCC1CCCO1)C12CC3CC(CC(C3)C1)C2 (stereo unspecified)	-2.9	-16	4	-4	-3	-16	-3.9	-2.0	-2.5
CC1(C)CC(NC(=O)c2cccc3ccccc23)CC(C)(C)N1	0.6	-3	5	5	-2	0	-1.9	0.5	0.0
COP(=O)(OC)c1nc(-c2ccc([N+](=O)[O-])cc2)oc1N1CCCCC1	-3.3	38	-5	-4	-10	-24	-2.1	6.4	4.7
CCCCCNS(=O)(=O)c1cc2c3c(c1)CCC(=O)N3CCC2	-0.5	9	-1	-2	-5	-21	0.5	6.0	4.4
O=C(/C(=C/O)N=Nc1ccc(Cl)cc1)c1ccncc1	-3.2	49	1	2	0	-1	-6.4	-0.1	-0.4
C/C(=N\NC(=O)COc1ccc(C(C)(C)C)cc1)c1ccc(OC(F)F)cc1	-1.0	3	-6	-6	2	-4	-3.3	-1.0	-0.9
O=C1CCCC2=C1C(c1ccccc1)CC(=O)N2c1ccccc1 (stereo unspecified)	0.8	11	2	-8	0	-11	-0.6	0.9	-1.9
CC(=O)CC(=O)Nc1ncc(C(F)(F)F)cc1Cl	-2.0	16	-10	0	-3	-1	-1.4	-0.3	-1.5
Cc1ccc(Cn2c(=O)n(Cc3ccco3)c(=O)c3ccccc32)cc1	-2.1	18	-3	3	1	-10	-5.3	-1.3	-2.2
Cc1ccc(N2C(=O)C(Cc3ccccc3)NC2=S)cc1 (stereo unspecified)	-3.4	22	-8	10	1	-3	-2.0	-0.1	-1.3
O=C(Nc1cccc(F)c1)c1c(F)c(F)c(F)c(F)c1F	-2.1	-4	-8	3	-5	4	0.0	4.2	4.1
Cc1cc([N+](=O)[O-])nn1CCCC(=O)O	-0.1	-10	-2	5	-1	-3	0.1	-0.4	0.1
NNc1nc(Nc2ccccc2)nc(N2CCCCC2)n1	-3.4	12	2	-49	-1	-12	-4.7	-0.5	-1.7
C=CCn1c(SCC(=O)N2CCc3ccccc3C2)nc2sc(C)cc2c1=O	-2.6	29	-9	4	-4	-2	-2.3	0.0	-1.0
O=C(Cn1ncc2c3ccccc3n(Cc3ccccc3)c2c1=O)NCc1ccccn1	-1.5	-6	-6	-7	-7	-54	-2.0	-0.7	-1.5
Cc1ccc(NC(=O)CSc2ccccc2NC(=O)c2ccccc2)cc1Cl	-2.2	-3	-4	8	-6	-2	-4.5	-0.2	-1.3
O=C(CCN1CCc2ccccc2CC1)c1ccc2c(c1)OCCO2	-2.0	-12	0	9	-6	-3	1.1	0.1	0.9
COC(=O)C1=C(NC(=O)c2ccc(C)cc2)CCS1	-2.0	-99	14	-4	-6	0	1.8	0.5	-0.9
N#Cc1ccc[n+](CC(=O)c2ccc(Cl)cc2)c1	-2.0	·	-8	-1	-2	6	-2.1	0.4	0.3
COc1ccc(/C=N/N=C2/NC(=O)C(c3ccccc3)(c3ccccc3)S2)cc1	-5.9	5	-4	4	-5	0	-3.6	1.5	1.2
CC(C)Oc1cc2oc(=O)c3c(c2cc1Cl)CCC3	-2.5	6	0	-4	-5	-1	-0.8	-0.6	-1.0
CCN(CC(=O)NC1CCCC1)S(=O)(=O)c1ccc(C)cc1	-2.2	55	-5	4	-5	-8	-4.3	-0.1	-0.9
COc1ccc(C(=O)Nc2ccc(S(=O)(=O)Nc3cc(C)nc(C)n3)cc2)c(OC)c1	-1.7	3	-5	0	0	-14	-1.1	0.6	-0.6
Cc1cc(C)c(-n2c(C)cc(/C=C3/NC(=O)NC3=O)c2C)c(C)c1	-2.0	32	-12	-10	-1	-30	-0.5	2.4	0.7
Cc1cc(/C=C(\C#N)C(=O)O)c(C)n1CC(C)C	-1.7	11	-13	4	-4	-6	-1.8	-0.5	0.4
Cc1csc2ncnc(NCCc3ccccn3)c12	-2.1	30	-5	-12	97*	-2	-0.5	9.4	9.8
O=C(CN1C(=O)CNC1=O)Nc1cccc(C(F)(F)F)c1	-1.0	-8	3	0	-1	0	-1.3	0.0	0.8
CCOC(=O)C1(CC2CCCCO2)CCN(C(=O)NCc2ccccc2)CC1 (stereo unspecified)	-0.6	28	-17	4	2	-23	0.0	2.1	0.1
COc1ccc(-n2c(SCc3ccc([N+](=O)[O-])cc3)nnc2-c2ccccc2)cc1	-0.9	-30	-9	-6	57*	-5	2.2	-0.2	-2.2
COC(=O)c1ccc(N2C(=O)Nc3ccccc3N2O)cc1	1.4	37	-1	9	-4	5	2.6	0.4	0.4
CCc1nc(N)c(C#N)c(-c2ccc(OC)c(OC)c2)c1C	-2.1	-4	-6	0	-2	-5	-1.4	-1.2	-2.2
O=C(c1cccc([N+](=O)[O-])c1)N1CCCC(C(=O)N2CCCCC2)C1 (stereo unspecified)	-3.6	27	-10	0	4	-6	-3.9	2.6	2.1
Cc1ccc(C)c2[nH]c(=O)c(CN(Cc3ccc4c(c3)OCO4)Cc3nnnn3Cc3ccco3)cc12	-0.3	22	-6	17	3	-12	1.1	1.1	-0.2
COc1ccc(OCC(O)CNC(=O)Nc2cc(F)ccc2C)cc1 (stereo unspecified)	-0.2	-1	-15	-8	1	-3	-1.3	10	0.2
Cc1nc2nc(-c3cccnc3)nn2c(C)c1Cl	-0.5	14	-17	9	-1	-4	11*	-0.7	1.8
Cc1[nH][nH]c(=O)c1C(c1c(C)[nH][nH]c1=O)c1cn(Cc2ccccc2Cl)c2ccccc12	-3.1	3	6	1	-4	-18	-0.4	·	·
O=C(NCCc1ccccc1)C1CC(=O)N(C2CCCCCC2)C1 (stereo unspecified)	-0.3	22	3	-5	-3	-19	2.6	3.7	0.1
C=CCn1nc2n(c1=O)-c1ccccc1SC2	-1.8	-10	-1	-3	1	0	-1.0	-1.1	-2.3
CN(C)c1nc2c(c(N)nn2-c2ccc(Cl)cc2)c(=O)o1	-2.1	17	1	2	-3	-1	-1.6	0.5	-0.2
COc1cccc2c(Cl)c(CC=C(Cl)Cl)c(C)nc12	-2.1	37	-1	-2	-2	-9	0.1	-1.3	-2.6

Later entries
SMILES	IMP-1 inh	PHOSPHO1 block	GPR7 antag	NS3 helicase inh	GalR3 antagonist	DNA FID counter	VIM-2 inh	V1R ag counter	OXTR agonist
O=C1CSCN1c1ccc(Cl)c(Cl)c1	-0.7	-13	-2	-7	-3	-5	1.1	3.9	0.6
COc1ccc2c(CCNC(N)=S)c[nH]c2c1	-5.2	9	2	-9	-3	-2	-2.7	0.3	0.1
Cc1ccc(NC(=O)Cn2cc(C=O)c3ccccc32)cc1	1.8	-13	-6	6	-11	-6	-1.7	9.2	5.7
CCCN(c1ccc(C(=O)OC)cc1)S(=O)(=O)c1ccccc1	-1.8	-19	-15	-2	0	-8	-2.6	-1.6	-2.2
COc1cc(OC)cc(C(=O)NCC2CCCO2)c1 (stereo unspecified)	-1.9	20	-12	1	2	4	-2.5	0.4	0.0
O=C(O)CCc1ccc(S(=O)(=O)NCCc2ccccc2)cc1	-0.3	11	-3	0	-3	-7	-0.7	1.2	-0.5
Cc1nnc(SCC(=O)N(C)Cc2ccccc2)[nH]c1=O	-0.7	16	-5	-4	-1	-2	-2.2	0.8	1.6
CCOC(=O)c1nnn(CC(=O)N2N=C(c3ccccc3)CC2c2ccccc2)c1C(=O)OCC (stereo unspecified)	-2.7	-13	-3	-1	-2	-10	-2.9	-0.4	-0.6
COc1ccc(C2C(C(=O)OC3CCCCC3)=C(C)Nc3nnnn32)c(OC)c1OC (stereo unspecified)	0.1	4	-5	-12	-3	-31	-2.5	1.9	-1.7
Cc1cc(C)cc(NC(=O)c2ccc(CSc3nnnn3C)cc2)c1	-2.1	18	0	-5	-2	-20	-1.6	1.1	-2.8
CS(=O)(=O)N(CC(=O)Nc1ccccc1C(=O)NCCc1ccccc1)c1ccc2c(c1)OCCO2	-2.9	8	-8	-1	-6	-14	-2.9	1.7	-1.0
O=C(CCSc1ccc(Cl)c(Cl)c1)NC12CC3CC(CC(C3)C1)C2	-4.4	-17	-6	0	-3	-8	-2.8	7.4	1.8
C=CCNC(=O)CC(=O)N/N=C/c1cccc(C)c1	-0.5	9	-2	-1	-4	-6	-3.7	0.7	0.5
CCS(=O)(=O)Nc1cccc(C2=NN(S(C)(=O)=O)C(c3cccs3)C2)c1 (stereo unspecified)	-4.7	-47	-5	-2	-7	-33	-1.8	-0.6	1.5

Three of the entries above in order of their number in VIM-2 inh, ascending.
Molecule | VIM-2 inh
COc1cc(OC)cc(C(=O)NCC2CCCO2)c1 (stereo unspecified) | -2.5
CCS(=O)(=O)Nc1cccc(C2=NN(S(C)(=O)=O)C(c3cccs3)C2)c1 (stereo unspecified) | -1.8
O=C(O)CCc1ccc(S(=O)(=O)NCCc2ccccc2)cc1 | -0.7

Compound activity deposited in PubChem BioAssay by several laboratories.
